# Source: PubChem BioAssay
# Lung fibro prol: antiproliferative effect on LL 47 fibroblasts – human, LL 47 cells, CellTiter-Glo luminescence, primary screen | viability, % at 10 µM | LL 47 human lung fibroblast viability, ATP luminescence; active compounds read low | AID 719, 2007 | 1.1% of 85,000 active;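 active means viability at or below 50% in the single dose screen; inactive means viability above 50%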;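 further: compound exposure lasted 72 h before the ATP readout; 100% = median luminescence of untreated cell-only wells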
#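 Material: human lung fibroblast line LL 47, low passage; Evaluation: viability percentage against median untreated-cell control; Buffer or medium: 15% FBS in IMEM; Incubation: 72 h compound exposure at 37 °C after overnight plating; Dosing: 0.1% DMSO in all compound wells; Measured by: CellTiter-Glo luminescence.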
# H69AR growth 86K: proliferation blockers of H69AR lung cancer cells, primary screen, cell-based, human, 86K library; H69AR lung tumor viability, ATP luminescence, 72 h; active compounds read low; viability, % at 10 µM; 6% of 85,000 active;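 active means viability at or below 40%; inactive means viability above 40%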;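 further: multidrug resistant small cell line overexpressing MRP-1 efflux transporter; 100% = mean luminescence of untreated control wells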
# Mac1 fbg enh: enhancers of CD11b/CD18 adhesion to fibrinogen, primary screen, K562 cells, luminescence | ATPlite luminescence | activation, % at 10 µM | Integrin beta-2 (Homo sapiens) + Integrin alpha-M (Homo sapiens), P05107+P11215 | 0.07% of 93,000 active;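 active means 10 µM primary screen giving 50% or more activity, confirmed by 40% or more on retest at that dose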; further: strong numbers were not always called active
# ERa SRC1 inh: ERα–SRC-1 coactivator interaction inhibitors, primary screen, biochemical, TR-FRET, ERα LBD, estradiol-bound | Estrogen receptor (Homo sapiens), P03372 | TR-FRET ER-alpha LBD / SRC-1 peptide | inhibition, % at 25.6 µM | 1.7% of 86,000 active | AID 629, 2007; in the data active means inhibition above about 50%;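 further: 0% = receptor plus peptide control and 100% = peptide only without receptor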
# Target sequence (P03372 whole entry, looked up, the tested form may be a part): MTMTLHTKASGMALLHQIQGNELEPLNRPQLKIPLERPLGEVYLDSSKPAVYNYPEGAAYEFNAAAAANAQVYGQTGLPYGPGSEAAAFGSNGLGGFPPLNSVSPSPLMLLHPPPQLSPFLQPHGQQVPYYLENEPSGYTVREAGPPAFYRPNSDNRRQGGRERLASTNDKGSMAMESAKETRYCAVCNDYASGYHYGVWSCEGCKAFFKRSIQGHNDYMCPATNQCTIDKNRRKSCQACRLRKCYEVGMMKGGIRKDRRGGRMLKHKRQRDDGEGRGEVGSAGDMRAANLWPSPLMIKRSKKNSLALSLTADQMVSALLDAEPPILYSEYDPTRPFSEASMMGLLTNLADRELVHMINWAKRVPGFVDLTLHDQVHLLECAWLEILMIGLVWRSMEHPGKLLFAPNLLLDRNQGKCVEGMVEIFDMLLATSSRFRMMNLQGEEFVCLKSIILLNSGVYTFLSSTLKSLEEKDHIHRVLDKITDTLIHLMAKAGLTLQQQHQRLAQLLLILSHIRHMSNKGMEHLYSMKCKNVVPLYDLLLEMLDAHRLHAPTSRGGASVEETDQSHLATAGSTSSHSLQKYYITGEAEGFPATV
# ERa coact pot: enhancers of ERα–SRC-1 coactivator binding, primary screen, biochemical, TR-FRET, ERα LBD, low estradiol | Estrogen receptor (Homo sapiens), P03372 | TR-FRET ERalpha-LBD/SRC-Cy5 coactivator binding, 2 h; 100 = basal binding, no effect | coactivator binding (% of control), % at 25.6 µM | 1.3% of 86,000 active | AID 639, 2007; in the data active means activity above about 200%;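 further: binding measured in presence of low estradiol as agonist stimulus; 0% = peptide alone without receptor and 100% = receptor with peptide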
# CYP2C19 inhib: blockers of cytochrome P450 2C19 activity – biochemical, luminescence, ADME assay, primary screen. P33261. CYP2C19 Supersomes, luciferin-H EGE luminescence, 30 min. inhibition, % at 5 µM. 21% of 96,000 active;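 active means CYP2C19 inhibition above a set limit at 5 µM in the primary screen, cut at about 50% in these data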;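 further: plate controls were negative control wells for no effect and 2.5 mM tranylcypromine positive control for full effect; values of inactives mirror those of a sister screen read the other way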
# Target sequence (P33261 whole entry, looked up): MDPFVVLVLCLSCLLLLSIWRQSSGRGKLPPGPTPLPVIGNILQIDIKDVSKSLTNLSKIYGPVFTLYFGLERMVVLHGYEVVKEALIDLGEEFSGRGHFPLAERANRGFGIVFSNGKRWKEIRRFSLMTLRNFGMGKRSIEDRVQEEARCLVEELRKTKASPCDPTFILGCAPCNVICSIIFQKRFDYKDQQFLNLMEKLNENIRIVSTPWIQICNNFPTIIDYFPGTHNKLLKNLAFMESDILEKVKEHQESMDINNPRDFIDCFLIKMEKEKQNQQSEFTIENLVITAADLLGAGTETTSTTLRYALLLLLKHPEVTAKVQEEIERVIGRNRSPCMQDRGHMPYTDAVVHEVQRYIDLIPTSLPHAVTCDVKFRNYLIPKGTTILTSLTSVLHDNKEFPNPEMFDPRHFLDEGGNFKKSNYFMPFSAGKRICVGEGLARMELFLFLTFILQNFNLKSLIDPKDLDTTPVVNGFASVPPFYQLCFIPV
# Mac1 fbg inh: inhibitors of CD11b/CD18 adhesion to fibrinogen, primary screen, K562 cells, luminescence. Integrin beta-2 (Homo sapiens) + Integrin alpha-M (Homo sapiens), P05107+P11215. ATPlite luminescence; Mn2+ added to activate the integrin. inhibition, % at 10 µM. 0.54% of 93,000 active. AID 1497, 2009;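 active means primary inhibition of 50% or more at 10 µM, then 40% or more on retest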; further: some results filed as inactive read as strong as hits
# CYP2C19 activ: human CYP2C19 activators, primary screen, biochemical, luminescence; Cytochrome P450 2C19 (Homo sapiens), P33261; recombinant CYP2C19, luciferin-H EGE luminescence; active compounds read high; 0 = fully inhibited enzyme, 1 = untreated enzyme; activation factor at 5 µM; 96,000 tested, under 10 active;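 active means activation factor of at least 2 at 5 µM in the primary screen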;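 further: 0 = wells with 2.5 mM tranylcypromine and 1 = vehicle-only wells; values of inactives mirror those of a sister screen read the other way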
# HUVEC prolif 384: inhibitors of HUVEC proliferation, primary screen, cell-based, 384-well; CellTiter-Glo luminescence, 72 h; active compounds read low; viability, % at 10 µM (by protocol); 1.1% of 86,000 active;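 active means viability at or below 30%; inactive means viability above 30%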;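 further: 100% = median luminescence of DMSO-only cell control wells on each plate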
# * marks the source's active call; other numbers are inactive results; . = not tested or not shown; [ ] = dose if it differs, or a comment. Rows were taken by chance; about 26% have a hit in one of these screens.
SMILES,Lung fibro prol,H69AR growth 86K,Mac1 fbg enh,ERa SRC1 inh,ERa coact pot,CYP2C19 inhib,Mac1 fbg inh,CYP2C19 activ,HUVEC prolif 384
C=CCOc1ccc(/C(O)=C2\C(=O)C(=O)N(CCN(C)C)C2c2cccs2)cc1 (stereo not drawn),99,83,-2,-33,94,-13,-9,1.1,95
N#CC1=C2SCN(Cc3ccccc3)CN2C(=O)CC1c1ccccc1F (stereo not drawn),103,94,-1,-6,84,42,-8,0.6,110
CCCn1c(=O)c2c(c3ccccc31)OC(C)C(=O)N2 (stereo not drawn),91,93,2,-5,105,-3,4,1,94
CCN(CC(=O)N1CCCCCC1)S(=O)(=O)c1ccc(Cl)cc1,96,.,3,2,104,26,4,0.7,90
N#C/C(=C\c1ccc(N2CCCC2)c([N+](=O)[O-])c1)c1nc2ccccc2[nH]1,.,.,113*,.,.,31,3,0.7,.
Cc1c(N=Cc2ccccn2)c(=O)n(-c2ccccc2)n1C,109,92,-3,-7,96,0,-10,1,99
O=C(O)Cn1cccc1C(=O)c1ccccc1,105,101,.,-8,98,.,.,.,104
CN(C)S(=O)(=O)n1cnc2ccccc21,101,95,3,-6,98,10,-9,0.9,90
Cc1ccc(S(=O)(=O)N2CCC(C(=O)NCCc3ccc(S(N)(=O)=O)cc3)CC2)cc1,.,.,4,.,.,9,-20,0.9,.
CCOC(=O)N1CCN(C(=O)C2CCN(S(=O)(=O)N3CCCC3)CC2)CC1,97,92,.,0,105,-6,.,1.1,104
O=C(CSc1nccn1Cc1ccccc1)NCc1ccccc1,95,96,-5,-2,118,89*,-9,0.1,89
C=CCOc1ccc(CNn2cn[nH]c2=S)cc1OC,.,.,0,.,.,32,-4,0.7,.
CCc1c(C)nc(N)nc1OCC(F)(F)C(F)F,.,.,-1,.,.,37,-1,0.6,.
CC(C)CC1N=C2c3ccccc3N=C(SCc3cc(=O)n4ccccc4n3)N2C1=O (stereo not drawn),57,67,.,-4,107,.,.,.,68
O=C(NCc1cccs1)Nc1cccs1,98,103,-1,3[fluorescence artefact?],102,19,20,0.8,85
CCOC(=O)c1ccc(N2C(=O)CC(N3CCN(C/C=C/c4ccccc4)CC3)C2=O)cc1 (stereo not drawn),.,.,2,.,.,12,4,0.9,.
COc1ccc2c(c1)c(=O)oc1cc(OCC(=O)N3CCc4ccccc4C3)ccc12,97,29*,20,71*[fluorescence artefact?],237*[fluorescence artefact?],40,-8,0.6,56
O=C(Nc1ccc2c(c1)nc1n2CCN(Cc2ccccc2)C1)c1cccs1,96,63,2,11,84[fluorescence artefact?],14,4,0.9,93
O=C(Nc1ccccc1)c1ccc(NC2CCCCC2)c(S(=O)(=O)N2CCOCC2)c1,101,75,3,-1,111,83*,-10,0.2,90
COc1ccc(/C=N/Nc2nonc2N)cc1OC,96,92,.,4[fluorescence artefact?],96,.,.,.,50
CCOc1cccc(/C(O)=C2/C(=O)C(=O)N(CCOC)C2c2ccncc2)c1 (stereo not drawn),108,96,-6,1[fluorescence artefact?],107,-18,2,1.2,99
Cc1cccc(NC(=O)Nc2ccc(C)c(C)c2)n1,96,88,1,24[fluorescence artefact?],199,4,-7,1,92
CN(CCc1ccccn1)C(=O)Nc1ccc(Cl)cc1,.,.,-3,.,.,30,7,0.7,.
CCc1nnc(NC(=O)C2Cc3ccccc3CN2S(=O)(=O)c2c(C)c(C)cc(C)c2C)s1 (stereo not drawn),.,.,45,.,.,37,-11,0.6,.
COc1ccc(Oc2ncnc3c2ncn3Cc2ccccc2)cc1,92,91,-2,-9,132,20,-1,0.8,93

# 2 entries drawn at random from the list so far:
SMILES,Lung fibro prol,H69AR growth 86K,Mac1 fbg enh,ERa SRC1 inh,ERa coact pot,CYP2C19 inhib,Mac1 fbg inh,CYP2C19 activ,HUVEC prolif 384
CCCn1c(=O)c2c(c3ccccc31)OC(C)C(=O)N2 (stereo not drawn),91,93,2,-5,105,-3,4,1,94
CCOC(=O)c1ccc(N2C(=O)CC(N3CCN(C/C=C/c4ccccc4)CC3)C2=O)cc1 (stereo not drawn),.,.,2,.,.,12,4,0.9,.

# (continued)
SMILES,Lung fibro prol,H69AR growth 86K,Mac1 fbg enh,ERa SRC1 inh,ERa coact pot,CYP2C19 inhib,Mac1 fbg inh,CYP2C19 activ,HUVEC prolif 384
CC(=O)c1cccc(NC(=O)C(OC(=O)/C=C/c2ccc3c(c2)OCO3)c2ccccc2)c1 (stereo not drawn),.,.,7,.,.,76*,-4,0.2,.
CCOc1cc(S(=O)(=O)n2nc(C)cc2C)ccc1F,98,.,.,-2,107,73*,.,0.3,99
CCC(C)(C(=O)NC1CCCC1)N(Cc1cccs1)C(C)=O (stereo not drawn),90,91,.,-6,104,.,.,.,89
Cc1ccc(N2CS(=O)(=O)/C(=C/N(C)C)C2=O)cc1,.,.,0,.,.,-2,20,1,.
Cn1c(=O)oc2cc(S(=O)(=O)NC3CCN(Cc4ccccc4)CC3)ccc21,92,90,.,-2,104,.,.,.,94
COc1cc(/C=C2\SC(c3ccc(C)cc3)=NC2=O)cc(OC)c1OC,.,.,12,.,.,22,-36,0.8,.
N#CC1=C(N)OC(c2ccccc2)=C(C#N)C1c1ccc2c(c1)OCO2 (stereo not drawn),94,98,5,-6[fluorescence artefact?],89,6,-26,0.9,95
O=C(Nc1ccc(C(=O)N2CCCCC2)cc1)C1CCCCC1,94,105,-1,1,94,-2,5,1,107
O=C(/C=N/O)NCCCN1CCOCC1,98,94,0,-8,122,.,4,.,102
O=C(OCc1nnc(-c2ccc(Cl)cc2)o1)c1ccncc1,91,93,-2,1[fluorescence artefact?],106,65*,-7,0.3,102
CCOC(=O)c1cc2sccc2n1CC(=O)N1c2ccccc2CC1C (stereo not drawn),69,4.7*,5,17[fluorescence artefact?],83[fluorescence artefact?],40,14,0.6,12*
Cc1ccccc1-c1ccc(Nc2ccc(N3CCOCC3)cc2)nn1,109,75,75,99*[fluorescence artefact?],7[fluorescence artefact?],35,46,0.6,97
O=C(O)c1cc(S(=O)(=O)O)ccc1O,104,.,0,5,117,-13,3,1.1,100
CC(=O)c1ccc(OC(C)C)c(CSc2nc(O)cc(=O)[nH]2)c1,94,88,-1,-4[fluorescence artefact?],122[fluorescence artefact?],-8,-7,1.1,96
COC(=O)C(C)Sc1nnc(SC(C)C(=O)OC)s1 (stereo not drawn),104,90,2,4,104,-8,-12,1.1,104
COc1cccc(NC(=O)Cc2nnc(SCC(=O)c3ccccc3)n2C)c1,87,32*,.,-1,103,.,.,.,80
CC(=O)Nc1cc(C(=O)O)ccc1S(=O)(=O)c1ccc(Cl)cc1,105,92,.,1,103[fluorescence artefact?],.,.,.,99
COC(=O)COc1ccc(S(=O)(=O)NCCC2=CCCCC2)cc1Cl,74,99,1,0,105,97*,4,0,10*
Cc1ccc(N2CC(C(=O)Nc3cccc(F)c3)CC2=O)cc1 (stereo not drawn),100,100,-1,-3,112,55*,-14,0.4,95
Cn1c(Cc2cccs2)nnc1SC/C=C/c1ccccc1,100,95,.,-15,113,.,.,.,92
COc1ccc(C(=O)Nc2ccc(S(=O)(=O)N3CCCCC3)cc2)cc1,96,80,.,3,83,-2,.,1,85
CCOC(=O)c1nnn(-c2nonc2N)c1-c1ccc(OC)cc1,98,103,-4,10,119,98*,-36,0,88
CC1CCN(S(=O)(=O)c2cccc(-c3cn4cc(Cl)ccc4n3)c2)CC1,98,86,-1,-5,106,46,13,0.5,83
Cc1ccnc(SCCn2c(N3CCN(C)CC3)nc3c2c(=O)[nH]c(=O)n3C)n1,96,88,-3,-2,120[fluorescence artefact?],9,-8,0.9,94
O=C(c1ccc(F)cc1)C1CCN(C(=O)NC2CCCCC2)CC1,104,85,-1,1,94,38,-17,0.6,116

# Further entries follow.
SMILES,Lung fibro prol,H69AR growth 86K,Mac1 fbg enh,ERa SRC1 inh,ERa coact pot,CYP2C19 inhib,Mac1 fbg inh,CYP2C19 activ,HUVEC prolif 384
COc1ccc(N(C)S(=O)(=O)c2cccc3cccnc23)c(OC)c1,75,17*,54*,3,114,60*,-2,0.4,59
COc1ccc(N=CC2=C(O)CC(C)(C)CC2=O)cc1,95,74,-2,25,98,21,-22,0.8,83
O=C(COC(=O)C12CC3CC(CC(C3)C1)C2)NC12CC3CC(CC(C3)C1)C2,99,80,.,-4,99,23,.,0.8,105
CN1CCN(S(=O)(=O)c2ccc3[nH]cc(C(=O)O)c(=O)c3c2)CC1,105,.,-4,25,83,4,1,1,99
COc1cccc(OCC(=O)Nc2ccccc2NC(C)=O)c1,85,.,.,3,116,76*,.,0.2,102
O=C(Nc1cccc(-c2cn3ccccc3n2)c1)c1cc2ccccc2oc1=O,.,.,50,.,.,39,14,0.6,.
CCCCN(C)C(=O)C1CCC(=O)N(c2cc(OC)c(OC)c(OC)c2)C1c1ccc(OC)cc1 (stereo not drawn),101,102,.,-12,124,.,.,.,111
CCOC(=O)N1CCN(S(=O)(=O)c2ccc(F)cc2)CC1,102,104,-3,-8,107,24,-12,0.8,88
CC1CCN(S(=O)(=O)Cc2ccccc2Cl)CC1,.,.,-3,.,.,96*,13,0,.
Clc1ccc(CSc2ncn[nH]2)cc1,98,100,3,-1,120,28,-7,0.7,103
COc1ccccc1CNC(=O)CCNC(=O)Cn1ccc2ccccc2c1=O,.,.,-5,.,.,-2,-39,1,.
Cc1c(C(=O)COC(C)(C)C)[nH]c2ccccc12,99,.,59,3,102[fluorescence artefact?],55*,7,0.5,84
Cc1cccc(CCNC(=O)C2CCN(S(=O)(=O)c3cccc4nsnc34)CC2)c1,106,101,-4,10[fluorescence artefact?],65,-3,-6,1,97

# 6 entries from above, with bars between the fields:
mol | Lung fibro prol | H69AR growth 86K | Mac1 fbg enh | ERa SRC1 inh | ERa coact pot | CYP2C19 inhib | Mac1 fbg inh | CYP2C19 activ | HUVEC prolif 384
O=C(COC(=O)C12CC3CC(CC(C3)C1)C2)NC12CC3CC(CC(C3)C1)C2 | 99 | 80 | . | -4 | 99 | 23 | . | 0.8 | 105
CN1CCN(S(=O)(=O)c2ccc3[nH]cc(C(=O)O)c(=O)c3c2)CC1 | 105 | . | -4 | 25 | 83 | 4 | 1 | 1 | 99
COc1cccc(OCC(=O)Nc2ccccc2NC(C)=O)c1 | 85 | . | . | 3 | 116 | 76* | . | 0.2 | 102
O=C(Nc1cccc(-c2cn3ccccc3n2)c1)c1cc2ccccc2oc1=O | . | . | 50 | . | . | 39 | 14 | 0.6 | .
CCCCN(C)C(=O)C1CCC(=O)N(c2cc(OC)c(OC)c(OC)c2)C1c1ccc(OC)cc1 (stereo not drawn) | 101 | 102 | . | -12 | 124 | . | . | . | 111
CCOC(=O)N1CCN(S(=O)(=O)c2ccc(F)cc2)CC1 | 102 | 104 | -3 | -8 | 107 | 24 | -12 | 0.8 | 88
